# DNA FID counter: compounds displacing fluorescent DNA intercalator, primary screen, artefact control for HCV NS3 helicase inhibitor project, biochemical, FID fluorescence; inhibition, % at 7.9 µM; actives 0.17% (n = 290,000); DNA fluorescent intercalator displacement; in the data active = inhibition above about 37%;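 note: 0% = vehicle and 100% = reference compound; higher means more ethidium bromide displaced from hairpin DNA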
# M18AAP inhibitor: PfM18AAP inhibitors, malaria aminopeptidase, primary screen, biochemical, QFRET, recombinant enzyme. H-Glu-NHMec fluorogenic cleavage. inhibition, % at 7.35 µM. actives 1.2% (n = 290,000). AID 1822, 2009;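 active = inhibition above the campaign mean inhibition over all tested compounds plus 3 SD, cut at about 28% in these data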;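 note: 0% = plate median of test compound wells and 100% = 2 mM ZnCl2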
# SUMO HTRF inh: inhibitors of in vitro SUMOylation cascade, primary screen, biochemical, HTRF, uHTS; SUMO-conjugating enzyme UBC9 (Homo sapiens), P63279; HTRF SUMOylation assay, SAE1/SAE2 + UBC9; inhibition, % at 35 µM; actives 0.36% (n = 290,000); AID 2006, 2009; in the data active = inhibition above about 50%, passing the limit was not always enough; note: strong numbers were not always called active
# IDE act: human IDE activators in live cells, primary screen, fluorescence polarization, HEK cells, FAbeta-B substrate | Insulin-degrading enzyme (Homo sapiens), P14735 | FAbeta-B cleavage; 0% vehicle, 100% cell-free pure enzyme wells | activation, % at 5.96 µM | actives 0.073% (n = 340,000) | AID 493087, 2011;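 active = activation above the mean of all tested compounds plus 3 SD, set per screening campaign, cut at about 17% in these data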
# IMP-1 inh: IMP-1 metallo-beta-lactamase inhibitors, primary screen, biochemical, epi-absorbance readout, Pseudomonas aeruginosa enzyme; purified IMP-1, nitrocefin hydrolysis, epi-absorbance fluorescence; inhibition, % at 5.6 µM; actives 0.45% (n = 290,000); AID 1556, 2009;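 active = inhibition above the mean plus 3 SD of all compounds in the same screening run, cut at about 4.5% in these data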;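 note: 0% = IMP-1 with DMSO and 100% = DMSO wells lacking enzyme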
#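 System: purified IMP-1 / Input: IMP-1 dispensed at 0.2 nM / Medium: 50 mM HEPES pH 7.1, 50 µM ZnSO4, 0.05% Brij 35 / Timing: 15 min enzyme–compound preincubation, then 25 min nitrocefin reaction, 25 °C / Technique: plate fluorescence quenching by hydrolysis product, ex 480/em 530 nm / Repeats: singlicate testing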
# VIM-2 inh: VIM-2 metallo-beta-lactamase inhibitors, primary screen, biochemical, epi-absorbance readout, Pseudomonas aeruginosa enzyme; purified VIM-2, nitrocefin hydrolysis, epi-absorbance fluorescence; actives 0.89% (n = 290,000); inhibition, % at 5.6 µM;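 active = inhibition above the mean of all tested compounds plus 3 SD, cutoff set per screening run, cut at about 7.5% in these data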;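 note: red hydrolysis product quenches plate fluorescence so inhibitors raise well fluorescence; 0% = enzyme with DMSO and 100% = DMSO without enzyme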
# HCV NS3 hel inh: inhibitors of HCV NS3 helicase, primary screen, biochemical, Cy5 molecular beacon fluorescence. Hepatitis C virus NS3 helicase. NS3 helicase DNA unwinding. inhibition, % at 10.9 µM. actives 0.56% (n = 290,000);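 active = inhibition above the mean of all tested compounds plus 3 SD, set per campaign, cut at about 35% in these data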;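 note: 0% = DMSO wells and 100% = thioflavine S control wells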
#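 Test system: hepatitis C virus NS3 helicase domain fragment enzyme. Also added: annealed dual-labelled DNA beacon duplex, ATP-started. Timing: 60 min unwinding reaction at 25 °C after ATP addition. Technique: Cy5 fluorescence. Measure: % inhibition of unwinding.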
# IDE inh: human IDE inhibitors in live cells, primary screen, fluorescence polarization, HEK cells, FAbetaB substrate; inhibition, % at 5.59 µM; Insulin-degrading enzyme (Homo sapiens), P14735; AID 434962, 2010; actives 0.41% (n = 320,000); FAbetaB cleavage;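 active = percent inhibition above the average of all tested compounds plus 3 SD, set per screening campaign, cut at about 16% in these data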;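 note: IDE supplied by intact live HEK cells; FP after avidin binding of uncleaved biotin substrate so inhibition keeps polarization high; 0% = DMSO wells and 100% = 60 µM reference IDE inhibitor Ii1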
# pCIP destab: p/CIP-EGFP fusion destabilizers, primary screen, fluorescence, F442A cells. Q05BA5. 16 h. decrease of EGFP signal, % at 10 µM. actives 0.01% (n = 290,000);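 active = EGFP signal decrease of at least 30% at 10 µM or well 3 SD below plate mean, unless failing retest; inactive = the rest, including hits failing retest or dose response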; note: some compounds called inactive have numbers as strong as hits; many of its hits are not listed in these tables
# Target sequence (Q05BA5 1-1403): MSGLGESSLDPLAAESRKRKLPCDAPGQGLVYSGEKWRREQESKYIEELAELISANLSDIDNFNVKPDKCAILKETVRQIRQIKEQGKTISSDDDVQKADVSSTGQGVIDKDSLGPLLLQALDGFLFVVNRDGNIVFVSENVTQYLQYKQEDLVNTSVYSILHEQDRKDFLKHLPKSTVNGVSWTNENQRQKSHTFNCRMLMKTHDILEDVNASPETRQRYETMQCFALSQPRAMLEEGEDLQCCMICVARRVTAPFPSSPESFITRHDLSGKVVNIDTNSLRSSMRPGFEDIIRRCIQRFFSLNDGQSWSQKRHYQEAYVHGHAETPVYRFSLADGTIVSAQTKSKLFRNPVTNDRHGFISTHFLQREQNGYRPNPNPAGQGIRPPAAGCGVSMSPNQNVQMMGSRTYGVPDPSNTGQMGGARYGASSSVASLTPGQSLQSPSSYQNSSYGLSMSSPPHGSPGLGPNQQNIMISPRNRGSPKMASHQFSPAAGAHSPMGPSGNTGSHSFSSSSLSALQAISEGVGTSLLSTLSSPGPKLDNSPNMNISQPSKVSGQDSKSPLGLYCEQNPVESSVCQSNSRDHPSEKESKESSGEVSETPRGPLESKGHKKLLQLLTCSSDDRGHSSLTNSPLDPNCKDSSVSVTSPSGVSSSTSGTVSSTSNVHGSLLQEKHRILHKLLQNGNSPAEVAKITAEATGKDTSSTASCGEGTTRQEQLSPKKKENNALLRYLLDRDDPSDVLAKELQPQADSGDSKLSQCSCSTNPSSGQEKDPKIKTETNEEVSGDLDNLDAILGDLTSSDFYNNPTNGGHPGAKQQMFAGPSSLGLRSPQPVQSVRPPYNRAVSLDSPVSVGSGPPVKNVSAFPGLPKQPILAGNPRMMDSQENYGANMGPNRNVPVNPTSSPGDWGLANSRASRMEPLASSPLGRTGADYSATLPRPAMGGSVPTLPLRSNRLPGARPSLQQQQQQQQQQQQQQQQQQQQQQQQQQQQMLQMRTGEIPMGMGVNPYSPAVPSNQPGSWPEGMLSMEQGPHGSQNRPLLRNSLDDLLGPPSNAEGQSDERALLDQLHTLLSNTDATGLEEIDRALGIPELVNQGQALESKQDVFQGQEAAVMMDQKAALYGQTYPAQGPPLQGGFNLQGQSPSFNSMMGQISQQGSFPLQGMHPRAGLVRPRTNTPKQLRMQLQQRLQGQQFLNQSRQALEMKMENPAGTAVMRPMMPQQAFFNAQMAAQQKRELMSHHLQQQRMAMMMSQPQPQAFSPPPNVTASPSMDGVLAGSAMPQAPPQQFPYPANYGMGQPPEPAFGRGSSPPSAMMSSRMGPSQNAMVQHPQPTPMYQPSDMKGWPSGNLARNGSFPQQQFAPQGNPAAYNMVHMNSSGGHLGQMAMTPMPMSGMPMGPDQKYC
# Active calls of the source: *.
SMILES,DNA FID counter,M18AAP inhibitor,SUMO HTRF inh,IDE act,IMP-1 inh,VIM-2 inh,HCV NS3 hel inh,IDE inh,pCIP destab
Cc1ccc(NC(=O)C2CCCN(S(=O)(=O)c3ccc(-n4cnnn4)cc3)C2)cc1 (stereo unspecified),-16,3,-12,5,-1.7,-0.4,-3,0,10
CC1CN(C(=O)/C=C/c2ccc3c(c2)OCO3)CC(C)O1 (stereo unspecified),-3,0,25,10,-3.8,-1.8,9,-1,2
CN(C)C(=O)C[n+]1ccc(/C=N/O)cc1,-10,-1,-3,1,0.4,-0.8,0,1,-10
COc1cccc(CN2CCCC(C(=O)c3ccc4c(c3)OCO4)C2)c1O (stereo unspecified),7,4,3,-2,-1.2,0.4,4,2,-2
CCOc1cc(C2NC(=S)NC(C)=C2C(=O)Nc2ccc(OC)cc2)ccc1O (stereo unspecified),-4,15,26,5,-0.4,-0.7,6,4,-1
O=C(O)c1cc2c(cc1NC(=O)c1ccccc1C(F)(F)F)OCCCO2,-19,0,-2,8,-2.2,-2.9,7,1,-1
CCOc1ccc(S(=O)(=O)N2CCCC(C(=O)NCc3ccccn3)C2)cc1C (stereo unspecified),-32,1,-20,5,-3.5,-0.7,-8,1,9
COC(=O)C1=C(C)N(CCc2ccccc2)C(=O)C1,-14,-5,6,2,-4.5,0.0,8,2,5
CCC1(CC)NC(=O)N(CC(=O)OCC(=O)NC(=O)c2ccc(Cl)cc2)C1=O,-3,2,18,0,-3.0,-3.8,-3,0,18
O=C1CCCC2=C1C(c1cccc(O)c1)c1c(ccc3ncccc13)N2 (stereo unspecified),-5,-7,30,-7,-2.3,-0.5,15,-1,-10
Cc1cccc(-n2c(=O)[nH]c3c(C(N)=O)nc(C(C)C)nc32)c1,-14,-5,7,-5,-1.8,-2.3,15,2,-9
CSc1ccc(CN2CCC(C(=O)NCc3ccc(C)cc3)CC2)cc1,22,3,16,3,-3.4,-2.6,-9,4,-16
Cc1cc(OCC(=O)NCc2ccccn2)c2c(C)c(Cc3ccccc3)c(=O)oc2c1,-30,0,0,0,-1.4,-1.5,-22,2,-3
COc1ccccc1Nc1ccc(NC(=O)c2cccc([N+](=O)[O-])c2C)cc1,-3,2,-14,0,-1.9,-1.0,-11,17*,2
O=C(Nc1cccc([N+](=O)[O-])c1)c1ccc2ccccc2c1O,5,1,12,3,-2.1,1.3,5,0,-14
CCc1c(C)c2cc(Cl)c(O)c(CN(CC)CC)c2oc1=O,-21,8,46,5,8.8*,-2.0,49*,-2,17
O=C1CSC(c2ccco2)N1 (stereo unspecified),-6,2,14,-3,-3.8,-0.6,13,7,-9
CC1(C)Nc2ccccc2C(=O)N1NS(=O)(=O)c1ccccc1,2,-5,0,2,-5.4,-3.8,-2,-5,-12
O=C(NC1CC1)c1ccc(S(=O)(=O)NCC2CCCCC2)cc1,-2,2,-16,3,-1.0,-2.5,-2,-1,-6
Cc1ccc(S(=O)(=O)NC(Cc2ccccc2)C(=O)O)cc1C (stereo unspecified),-11,-3,14,0,-1.6,-1.8,4,0,-16
Cc1cccc(N(C(=O)c2csnn2)C(C(=O)NCc2ccccc2)c2ccc(C)o2)c1 (stereo unspecified),-35,-2,0,5,-1.8,-3.4,0,-4,-3
O=C(O)C1CCCCC1C(=O)Nc1nc(-c2ccc(Cl)s2)cs1 (stereo unspecified),-21,4,37,4,3.2,2.0,10,2,-13
O=C(Nc1ccccc1Cl)NC1(C(=O)NCc2ccncc2)CCCCC1,-4,11,1,-2,-3.4,-4.0,1,13,-17
COc1ccc(/C=N/Nc2nc(-c3ccc(C)cc3)c(NC(C)=O)s2)cc1OC,-10,9,29,0,-2.9,-3.0,-7,4,8
O=C(Nc1ccncc1)c1ccc2c(c1)C(=O)N(CC1CCCO1)C2=O (stereo unspecified),-6,-10,2,0,-3.8,-2.5,-17,-6,9

# Additional records:
SMILES,DNA FID counter,M18AAP inhibitor,SUMO HTRF inh,IDE act,IMP-1 inh,VIM-2 inh,HCV NS3 hel inh,IDE inh,pCIP destab
Nc1nnnn1/N=C/c1ccco1,0,-3,8,7,-2.9,-1.6,-3,-3,9
Cc1cccc(NC2=Nc3ccccc3N3C2=Nc2c(c(C)nn2-c2ccccc2)C3c2ccc(O)c(O)c2)c1 (stereo unspecified),-7,6,-11,3,-3.4,-0.1,9,4,-5
CCN(CC(=O)NC(C)(C)C)C(=O)CCl,7,-2,-6,4,1.7,-1.7,3,-1,3
O=C(/C=C/c1ccccc1)Oc1cccc2cccnc12,-8,-7,14,2,-0.6,0.1,1,-1,-2
C=C(C)CNC(=S)Nc1ccc(S(=O)(=O)Nc2cnc3ccccc3n2)cc1,-20,-12,26,-2,-0.1,0.7,20,-3,1
COC(=O)N/N=C1/C/C(=N\NC(=O)OC)c2ccccc21,-1,-14,17,-3,0.0,0.2,-1,-3,2
CCCCSc1nc(C)cc(SCC(=O)N/N=C/c2cccc(OC)c2O)n1,-30,10,-51,1,-1.8,-3.8,-12,-9,4
CCc1ccc(NC(=O)c2noc3c2CCc2ccccc2-3)cc1,4,1,8,-1,0.6,1.8,11,12,-9
O=C(O)CCC(=O)N1CCc2cc(S(=O)(=O)N3CCC(Cc4ccccc4)CC3)ccc21,-38,-2,-6,-1,-1.9,1.4,23,1,3
OCCC1CN(Cc2nc3c(s2)CCCC3)CCN1Cc1ccccc1 (stereo unspecified),-8,-8,17,7,-2.7,-1.6,-3,8,7
Cc1ccc(NC(=O)CSc2nnc(CCCCCNC(=O)OC(C)(C)C)o2)c(C)c1,-8,-2,9,2,-0.5,0.9,5,-1,8
CCN(CCO)Cc1csc2cccc(Br)c12,-1,23,-12,1,-2.5,-2.5,3,3,-10
Cc1ccc(C2=NN(CC(=O)NCCC(C)C)C(=O)CC2)cc1,-27,2,-7,3,0.0,-1.1,4,7,7
COc1cc(/C=C/C(=O)OCC(=O)NCc2ccco2)ccc1OCC#N,-5,-6,6,-5,0.1,1.6,-8,-2,9
Cc1ccc(N2CC(C(=O)NC3=NCCS3)CC2=O)cc1C (stereo unspecified),-22,-6,-5,-1,-4.5,-3.9,3,9,-5
Cc1ccc2c(C)c(C(=O)N(Cc3ccc(N(C)C)cc3)C3CCS(=O)(=O)C3)oc2c1 (stereo unspecified),-41,10,4,2,-3.4,-0.3,-23,0,-5
Cc1ccc(S(=O)(=O)Nc2c(C)n(C)n(-c3ccccc3)c2=O)cc1C(=O)OCC(=O)N1CCCC(C)C1 (stereo unspecified),-37,-2,8,3,0.6,-0.8,-6,-4,5
Cc1cccc(NS(=O)(=O)c2c(C)noc2C)c1,-1,-4,-9,4,-0.4,-0.7,-12,2,0
CC(=O)c1cccc(NC(=O)Cc2ccc3c(c2)CCCC3)c1,-20,1,15,1,-0.7,0.2,-11,7,-16
NNC(=O)Cn1c2ccccc2c2ccccc21,-2,-2,6,0,-1.5,-2.8,-4,6,-5
CCn1c(C(=O)NCc2cccnc2)cc2sc(Cl)cc21,-10,-10,22,-10,-0.7,-3.1,4,1,-5
Cc1ccc([N+](=O)[O-])cc1NC(=O)c1cccs1,-6,10,22,4,-3.6,-1.2,1,-4,6
Oc1cccc(Nc2ncnc3c2oc2ccccc23)c1,-1,-3,2,-3,-1.4,0.5,-6,2,4
Cn1c(N2CCOCC2)c(/C=N/OC(=O)c2ccc(F)cc2)c2ccccc21,-2,-19,-4,0,-2.5,-3.7,1,-1,-7
Cc1ccc(S(=O)(=O)N2CCC(C(=O)N(C)C3CCS(=O)(=O)C3)CC2)cc1 (stereo unspecified),-1,1,12,2,-1.9,0.1,5,3,-7

# 3 entries drawn at random from those above:
SMILES,DNA FID counter,M18AAP inhibitor,SUMO HTRF inh,IDE act,IMP-1 inh,VIM-2 inh,HCV NS3 hel inh,IDE inh,pCIP destab
CCn1c(C(=O)NCc2cccnc2)cc2sc(Cl)cc21,-10,-10,22,-10,-0.7,-3.1,4,1,-5
O=C(O)CCC(=O)N1CCc2cc(S(=O)(=O)N3CCC(Cc4ccccc4)CC3)ccc21,-38,-2,-6,-1,-1.9,1.4,23,1,3
Cc1ccc(S(=O)(=O)N2CCC(C(=O)N(C)C3CCS(=O)(=O)C3)CC2)cc1 (stereo unspecified),-1,1,12,2,-1.9,0.1,5,3,-7

# Remaining list, next part
SMILES,DNA FID counter,M18AAP inhibitor,SUMO HTRF inh,IDE act,IMP-1 inh,VIM-2 inh,HCV NS3 hel inh,IDE inh,pCIP destab
Cc1cc(O)cc(=O)n1C,-6,-10,12,0,-1.7,-0.6,-4,-4,10
COc1ccc(C)cc1NC(=O)CSc1nnc(CC(=O)Nc2cccc(C(F)(F)F)c2)n1C,-1,-4,-5,7,-2.4,-2.2,-6,5,-8
Cc1[nH]c2ccccc2c1C(=O)COC(=O)c1ccc2c(=O)n3c(nc2c1)CCC3,-1,-2,12,5,-1.9,2.4,-4,-2,-1
CCCCN(CCCNC(=O)CN1C(=O)COc2ccccc21)c1ccccc1,-9,4,-7,1,-2.9,-1.5,-3,-2,-39
CC(O)CNC(=S)Nc1ccccc1 (stereo unspecified),-7,0,12,-2,-2.6,-0.3,6,1,-16
c1ccc(-c2ccc(OCCN3CCOCC3)cc2)cc1,5,-4,11,-1,-0.8,-1.6,-25,7,-12
CC(=O)CSc1nsc(SCC(C)=O)c1C#N,1,8,7,2,0.5,-2.3,-2,4,-7
CCOc1ccc(S(=O)(=O)N(CC)CC(=O)NCc2ccccn2)cc1C,-36,11,18,0,-2.2,-3.1,21,8,-23
Cc1ccc(C)c(NC(=O)CN(C)C(=O)c2ccc(Cl)nc2)c1,-12,-11,3,3,0.7,0.8,-5,-3,-3
O=C(c1ccccc1NS(=O)(=O)c1ccc(F)cc1)N1CCOCC1,-7,-1,-1,1,-0.4,-1.4,0,1,-2
CCc1c(C)[nH]n(CCC#N)c1=O,-6,8,16,1,-3.7,-3.4,6,1,-2
CC(=O)c1ccc(N2CCN(C(=O)c3n[nH]c4ccccc34)CC2)cc1,-11,2,15,6,-1.6,-2.6,1,1,-3
O=C1N/C(=C/c2ccc(Br)cc2)C(O)=C1C=NCc1ccccc1,-2,-6,3,5,-1.1,2.4,5,0,-5
O=C(c1cc2nc(-c3cccs3)cc(C(F)(F)Cl)n2n1)N1CCCc2ccccc21,-4,-5,14,-8,-3.4,-1.4,-1,1,-3
Cc1ccc(Oc2nc3ccccc3n3c(C)nnc23)cc1,-2,-2,2,5,-0.4,0.3,-2,1,-15
c1ccc(CCN2CN=C(Nc3nc4ccccc4s3)NC2)cc1,-7,2,2,-2,-3.3,-4.3,1,-6,5

# Source: PubChem (several laboratories)
